SENP7 inh – inhibitors of human SENP7 protease; recombinant SENP7, Z-RLRGG-aminoluciferin luminescence, 40 min; hit rate 1.5% among 330,000; inhibition, % at 5 µM; AID 434973; Q9BQF6;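 active = inhibition above about 50% at the single test dose, limit read from the data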;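 also: plate controls were DMSO with enzyme for no effect and no enzyme buffer wells for full effect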
SENP6 block – SENP6 protease inhibition; Recombinant SENP6 catalytic domain, aminoluciferin luminescence; inhibition, % at 10 µM; hit rate 1.8% among 330,000;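 active = inhibition above about 50% at the single tested dose, limit read from the data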;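 also: plate controls were DMSO wells with enzyme for no effect and DMSO wells lacking enzyme for full effect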
Apaf-1 inh – blocks human Apaf-1 apoptosome activity. inhibition, % at 20 µM. hit rate 0.71% among 330,000. reconstituted apoptosome caspase-3 activity, DEVD-Rh110 fluorescence. O14727; active = inhibition of at least 40% at 20 µM;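 also: plate controls were DMSO wells for no effect and DEVD-CHO caspase inhibitor wells for full effect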
Target sequence (O14727 whole entry, looked up): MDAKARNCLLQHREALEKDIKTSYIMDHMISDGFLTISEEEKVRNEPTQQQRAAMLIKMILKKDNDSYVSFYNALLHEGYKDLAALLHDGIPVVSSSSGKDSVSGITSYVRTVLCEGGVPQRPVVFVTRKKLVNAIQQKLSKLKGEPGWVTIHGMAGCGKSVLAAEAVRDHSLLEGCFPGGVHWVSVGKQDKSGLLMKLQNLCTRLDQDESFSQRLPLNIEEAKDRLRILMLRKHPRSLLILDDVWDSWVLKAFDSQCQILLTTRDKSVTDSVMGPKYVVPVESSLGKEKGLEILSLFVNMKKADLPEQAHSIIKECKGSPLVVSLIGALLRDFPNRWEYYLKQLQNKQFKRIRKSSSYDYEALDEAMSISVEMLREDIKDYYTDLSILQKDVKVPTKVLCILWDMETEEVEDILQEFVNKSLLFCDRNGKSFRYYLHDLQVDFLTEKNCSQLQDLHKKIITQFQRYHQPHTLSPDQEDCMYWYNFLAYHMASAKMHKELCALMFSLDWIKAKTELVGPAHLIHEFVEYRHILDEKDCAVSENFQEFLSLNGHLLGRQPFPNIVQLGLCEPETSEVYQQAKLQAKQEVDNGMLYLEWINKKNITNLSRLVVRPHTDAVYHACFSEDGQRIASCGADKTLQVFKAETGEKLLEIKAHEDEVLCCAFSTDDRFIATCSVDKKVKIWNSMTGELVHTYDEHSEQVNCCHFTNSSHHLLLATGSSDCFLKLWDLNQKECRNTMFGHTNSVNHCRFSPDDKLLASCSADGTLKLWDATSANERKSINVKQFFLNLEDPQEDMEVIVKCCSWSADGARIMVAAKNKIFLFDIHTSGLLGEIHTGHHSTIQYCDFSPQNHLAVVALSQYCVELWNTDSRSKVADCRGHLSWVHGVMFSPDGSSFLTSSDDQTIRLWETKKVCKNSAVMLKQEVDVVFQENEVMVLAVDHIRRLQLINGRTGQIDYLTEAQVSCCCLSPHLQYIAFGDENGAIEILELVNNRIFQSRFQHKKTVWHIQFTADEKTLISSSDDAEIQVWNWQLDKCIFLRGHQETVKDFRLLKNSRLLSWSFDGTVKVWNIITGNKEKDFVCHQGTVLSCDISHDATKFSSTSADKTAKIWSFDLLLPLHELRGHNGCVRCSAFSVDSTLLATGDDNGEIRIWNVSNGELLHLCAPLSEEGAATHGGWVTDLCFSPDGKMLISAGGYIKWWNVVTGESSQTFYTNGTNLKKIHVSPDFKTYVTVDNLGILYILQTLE
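Material: reconstituted apoptosome with Apaf-1, cytochrome c, caspase-9, procaspase-3, dATP / Buffer or medium: pH 7.5 Hepes buffer with CHAPS, BSA, DTT / Also added: cytochrome c with DEVD-Rh110 / Schedule: compound with Apaf-1, dATP, procaspase-3 30 min, then 50 min reaction, room temperature / Technique: rhodamine 110 fluorescence at Ex 480/Em 540 nm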
SENP8 block-1 – blocks human SENP8 cleavage of Nedd8 substrate; recombinant SENP8, Nedd8 substrate fluorescence; inhibition, % at 20 µM; hit rate 0.64% among 360,000; AID 602440; in the data active = inhibition mostly above about 40%, no sharp cut-off; inactive = mostly below about 27%
PfGluPho inh – PfG6PD (Plasmodium falciparum) enzyme inhibition. PfGluPho enzyme, NADPH resazurin-diaphorase fluorescence. inhibition, % at 20 µM. hit rate 0.78% among 350,000. AID 504690;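 active = inhibition reaching at least a set limit at 20 µM in the primary screen, cut at about 59% in these data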;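 also: 0% = DMSO wells with substrate and 100% = DMSO wells lacking glucose-6-phosphate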
SENP8 block-2 – SENP8 protease inhibition | purified SENP8, Z-RLRGG-aminoluciferin cleavage, luminescence | inhibition, % at 10 µM | hit rate 1.2% among 330,000 | AID 2540; in the data active = inhibition above about 50%
HKDC1 inh – HKDC1 (human) hexokinase inhibition; Q2TB90; recombinant HKDC1, G6PDH/diaphorase resazurin coupled fluorescence; inhibition, % at 20 µM; hit rate 0.16% among 340,000; AID 493160;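 active = inhibition above about 35% when tested at 20 µM, limit read from the data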;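 also: plate controls were DMSO wells with enzyme for no effect and DMSO wells lacking enzyme for full effect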
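Assay system: recombinant HKDC1 hexokinase; detection: coupled resazurin fluorescence, excitation 525 nm, emission 613 nm; benchmarks: DMSO-plus-enzyme-mix negative control, buffer-substituted positive control; compound dosing: single 20 µM dose; schedule: 90 min at room temperature in dark; also added: glucose plus 1 mM ATP as hexokinase substrates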
NALP3 yeast inh – inhibitors of NALP3 inflammasome in yeast; hit rate 0.39% among 330,000; AID 2825; inhibition, % at 10 µM; Yeast reconstituted NLRP3/ASC/caspase-1, beta-gal luminescence, 24 h;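 active = inhibition of 50% or more; inactive = inhibition below 50%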;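 also: plate controls were induced DMSO wells for no effect and uninduced yeast grown without galactose for full effect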
SENP1 FRET inh – SENP1 (human) catalytic domain inhibition; Q9P0U3; recombinant SENP1 catalytic domain, CyPet-SUMO1-YPet FRET cleavage; inhibition, % at 10 µM; hit rate 0.21% among 360,000;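 active = inhibition at least 30% at 10 µM, raw YFP signal under a set limit, fluorescence ratio 0.5 to 1.5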;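 also: 0% = enzyme with DMSO and 100% = no enzyme wells; some results filed as inactive read as strong as hits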
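Test system: recombinant human SENP1 catalytic domain, His6-tagged / Medium: pH 8 Tris buffer with EDTA, NaCl, BME, BSA, NP40, catalase / Also added: SUMO1 FRET substrate flanked by Cypet and Ypet, 25 nM / Times: 50 min reaction at room temperature / Signal: FRET, CFP and YFP emission / Control set: no-enzyme low control and enzyme-plus-DMSO high control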
* hit, by the source's call; x = not tested or not shown.

SMILES	SENP7 inh	SENP6 block	Apaf-1 inh	SENP8 block-1	PfGluPho inh	SENP8 block-2	HKDC1 inh	NALP3 yeast inh	SENP1 FRET inh
CCCCN(C(=O)c1sc2nc3n(c(=O)c2c1C)CCC3)c1c(N)n(CC(C)C)c(=O)[nH]c1=O	-1.6	-10.4	6.5	5.2	11.8	-0.8	0.9	-0.7	-7.6
Cn1c(NC(=O)c2ccc(Cl)cc2)c(-c2ccccn2)c(=O)c2ccccc21	1.4	-20.9	-14.1	-16.1	-18.7	-1.1	-1.2	17.9	-1.4
O=C(CCS(=O)(=O)c1ccc(Br)cc1)Nc1ccccc1Cl	1.0	11.2	6.1	19.2	3.9	3.9	-3.4	19.9	1.0
Cc1c(OCC(N)=O)ccc2c(-c3ccccc3)cc(=O)oc12	0.0	-20.2	5.4	-19.9	-3.0	-5.2	1.6	19.6	-2.4
COc1ccccc1NS(=O)(=O)c1cc(C(=O)NC2CC(C)(C)NC(C)(C)C2)ccc1Cl	x	x	x	9.7	-3.9	x	0.5	x	5.0
O=C(CSc1cccc[n+]1[O-])NC1CCCCC1	-0.2	-6.6	-10.1	16.1	-12.3	0.1	-1.5	-1.1	-1.1
CCOC(=O)c1csc(NC(=O)COc2ccc(Cl)cc2Cl)n1	-11.8	-41.8	19.0	19.3	-19.4	-11.0	5.9	-36.2	1.5
CCOC(=O)C1=C(C)N(c2ccc(C)cc2)C(=O)/C1=C\c1cccs1	1.6	-14.4	1.7	21.3	-2.9	-9.4	-7.6	2.1	1.6
CC(=O)N1c2ccc(S(=O)(=O)CCC(=O)O)cc2CC1C (stereo not drawn)	-8.1	-13.0	-4.3	5.3	-20.8	-16.3	-5.5	5.7	0.6
CC(C)(C)c1ccc(COn2c(=O)c(-c3ccco3)[n+]([O-])c3ccccc32)cc1	3.2	7.3	15.8	-87.7	7.6	8.9	1.2	4.5	-28.6
CCCCNS(=O)(=O)c1ccc2nc(-c3cccnc3)cc(C(=O)NCCCN(CC)CC)c2c1	-2.3	-17.4	-7.9	x	x	3.1	x	5.3	x
CCOc1ccccc1N(CC(=O)N/N=C/c1cc(Br)ccc1OC)S(C)(=O)=O	3.6	-16.2	23.7	14.8	117.9*	-10.1	1.5	16.7	1.7
S=c1[nH]nc(-c2ccco2)n1/N=C/c1ccc(Cl)cc1	x	x	x	15.6	5.4	x	-4.9	x	0.8
COc1ccccc1NC(=O)c1cc2ccccc2nc1C	5.2	-3.1	4.0	10.2	8.4	-0.6	-6.6	9.0	3.8
O=c1nc2ccccc2c(NS(=O)(=O)c2ccc(Cl)cc2)n1-c1ccccc1	20.5	25.2	3.8	-164.4	-11.4	-11.1	-1.4	36.3	-23.1
O=c1c2sccc2nc(SCc2cc(=O)n3ccccc3n2)n1Cc1ccccn1	4.2	-7.0	-6.3	x	x	1.4	x	-7.1	x
N#C/C(=C(/O)CN1CCCC1)c1nc(-c2ccccc2)cs1	3.7	-7.6	2.3	10.6	-7.8	-3.3	-7.2	-2.7	-2.1
CN(C)S(=O)(=O)N1CCC(Oc2cccc(C(=O)NC3CCCCC3)c2)CC1	-0.2	12.7	-1.3	8.4	0.3	-5.9	-4.4	-7.6	-0.2
O=c1nc2c(O)cccn2c2c1c(=O)[nH]c1ccccc12	x	x	x	-103.5	44.1	x	17.4	x	-25.7
COc1ccc(C)cc1NC(=O)CN(Cc1nnc(-c2ccc(Cl)cc2)o1)C1CCCC1	-1.4	-4.0	32.6	-1.7	30.1	-7.3	8.1	6.4	-4.4
COc1cccc(N2CCN(C(=S)Nc3cccc(C)c3)CC2)c1	2.1	4.7	0.1	6.7	1.5	2.0	-7.6	-78.6	3.4
Nn1cc(-c2ccccc2)nc1SCC(=O)Nc1ccc(S(N)(=O)=O)cc1	-3.3	0.5	-4.3	5.0	1.8	-1.6	-2.2	6.0	0.3
COc1cccc(C(=O)Nc2cc(NC(=O)c3cccs3)ccc2C)c1OC	-8.1	17.3	5.0	9.2	16.9	9.4	-1.1	8.2	0.5
Cc1cc(NC(=O)COC(=O)C2CC(=O)N(c3ccccc3Cl)C2)no1 (stereo not drawn)	1.8	-1.7	2.6	13.8	-10.7	0.3	-2.9	18.8	0.2
CN(C)CCCN(C(=O)CCc1ccccc1)c1nc2c(F)cccc2s1	-0.2	-2.3	6.1	7.1	-3.9	2.3	0.2	30.4	3.3
Oc1ccccc1-c1nc2ccccc2nc1-c1ccccc1	3.7	-5.6	-17.8	3.4	10.4	3.4	-4.5	-26.4	1.0
C=CCc1c(C)nc(-c2ccccc2)nc1Nc1ccccc1O	4.1	-6.4	14.3	13.2	0.0	-4.1	-2.0	16.7	46.6*
O=C(c1ccco1)N1CCN=C1SCc1ccccc1Cl	-6.1	-23.9	8.0	10.5	-10.2	-8.4	-3.6	-1.5	4.7
Cc1ccc(S(=O)(=O)N2CCC(C(=O)N3CCC(C(=O)NCc4cccnc4)CC3)CC2)cc1	-6.6	-42.1	-3.4	-0.7	-5.7	-1.3	-3.2	5.1	0.3
COc1ccc(-c2noc3c2-c2nc(-c4ccc(C)cc4)sc2CC3)cc1	1.5	2.2	-3.6	-187.1	-4.1	-2.7	3.0	18.2	-0.2
Nc1nc(N)c(N=Nc2ccc(S(N)(=O)=O)cc2)c(=O)[nH]1	0.2	-29.8	11.6	27.4	-11.6	-4.7	1.4	14.2	-4.2
O=C(NCc1ccco1)c1cccs1	4.4	2.8	-21.0	14.6	-14.7	4.8	-7.2	7.9	0.1
COc1ccc(S(=O)(=O)Nc2c(F)cccc2F)cc1	-4.3	3.2	11.9	21.3	-15.3	8.5	0.7	11.0	1.3
CCCCN1C(=O)C(NC(C)=O)c2ccccc21 (stereo not drawn)	4.9	-13.3	5.4	14.8	-6.8	-2.9	0.5	-14.5	-0.4
O=C(/C=C/c1ccc(F)cc1)Nc1cccc(S(=O)(=O)N2CCOCC2)c1	1.9	-6.0	10.4	-2.1	28.7	6.5	-4.4	10.0	-0.8
N#CC1=C(N)Oc2n[nH]c(-c3ccccc3)c2C12C(=O)Nc1ccccc12 (stereo not drawn)	0.4	-13.9	3.9	33.7	-3.3	-7.1	7.3	3.6	1.3

Two entries from above, with values under each structure:
Value order: SENP7 inh | SENP6 block | Apaf-1 inh | SENP8 block-1 | PfGluPho inh | SENP8 block-2 | HKDC1 inh | NALP3 yeast inh | SENP1 FRET inh
CCCCN1C(=O)C(NC(C)=O)c2ccccc21 (stereo not drawn)
 : 4.9 | -13.3 | 5.4 | 14.8 | -6.8 | -2.9 | 0.5 | -14.5 | -0.4
O=C(/C=C/c1ccc(F)cc1)Nc1cccc(S(=O)(=O)N2CCOCC2)c1
 : 1.9 | -6.0 | 10.4 | -2.1 | 28.7 | 6.5 | -4.4 | 10.0 | -0.8

Following part.
SMILES	SENP7 inh	SENP6 block	Apaf-1 inh	SENP8 block-1	PfGluPho inh	SENP8 block-2	HKDC1 inh	NALP3 yeast inh	SENP1 FRET inh
CCC(C)n1nccc1NC(=O)C(C)Cl (stereo not drawn)	-20.5	-20.2	2.0	9.7	17.6	-9.9	0.0	15.0	1.1
COc1ccc2sc(-c3ccccc3OC)c(-c3ccc(OC)nc3)c2c1	1.2	23.4	8.2	-97.9	3.3	8.2	-0.6	19.6	1.4
CN(C)c1cccc(C(=O)OCC(=O)NC2CCCC2)c1	-10.0	-6.6	10.6	-95.9	-9.0	-12.0	-1.0	8.0	1.7
CCn1c(SCC(=O)Nc2cc(C)on2)nnc1-c1ccc(C)cc1	3.8	-25.8	6.0	7.1	9.7	2.4	-4.3	14.8	0.5
CCCCNC(=O)Nc1nc2ccccc2s1	1.6	11.0	11.9	0.5	-2.5	-7.0	-0.5	20.9	0.7
O=C(Oc1ccc2cccc(OC(=O)N3CCOCC3)c2c1)N1CCOCC1	-9.7	-13.9	13.3	33.0	3.6	-4.7	-4.6	17.3	1.4
COc1ccc2[nH]cc(C(=O)NCCc3ccccc3)c(=O)c2c1	9.6	-2.3	7.6	-23.6	5.2	-11.2	2.1	24.3	-8.5
Cc1nc2ccc([N+](=O)[O-])cc2nc1C	6.2	-4.7	-3.9	14.6	-3.4	1.8	-2.6	6.6	2.5
COc1ccccc1NC(=O)CSc1ncn[nH]1	0.8	-21.9	-6.7	0.6	-24.9	-2.2	-4.2	6.0	-1.5
CC(=O)c1ccc(NC(=O)CSc2nc(=O)n3cccc(C)c3n2)cc1	0.6	-3.2	15.4	-47.2	-6.4	4.7	-5.9	12.4	1.8
CC(=O)c1cccc(NC(=S)NNC(=O)c2ccc(C)c([N+](=O)[O-])c2)c1	1.9	-18.1	3.3	28.9	-24.4	-7.4	0.6	8.5	1.7
CCCCCCCCNc1nc(Cl)nc(NCCN2CCOCC2)n1	4.9	-7.1	-1.4	-1.4	-13.1	-0.5	-9.0	7.0	3.8
OCC[C@H]1C[C@@H](O)[C@H](O)[C@@]2(OCc3ccccc32)O1	9.6	-7.6	0.8	13.6	-9.3	1.4	0.9	-9.4	0.9
Fc1cccc(CNc2ncnc3cc(Cl)ccc23)c1F	-8.3	-26.4	7.8	-72.1	3.3	3.1	2.7	40.1	-19.9
Cn1cc(S(=O)(=O)Oc2ccccc2)c(=O)n(C)c1=O	2.5	-12.9	-5.0	20.3	-12.6	3.3	-2.0	5.7	0.5
O=C(Nc1cc(S(=O)(=O)Nc2ccccc2Cl)ccc1O)c1ccc(F)cc1F	-4.2	-17.4	11.9	1.7	-33.6	-4.9	8.9	-4.6	-0.5
Cc1ccc(C(=O)N/C(=C\c2cccnc2)C(=O)N2CCCC2)cc1	-2.7	2.1	-3.2	9.5	-8.9	2.7	-4.5	1.6	0.5
COc1ccc(N(CC(=O)N2CCN(c3ccccc3F)CC2)S(=O)(=O)c2c(C)n[nH]c2C)cc1	-4.1	-2.7	-0.7	6.8	10.7	-3.9	0.6	18.9	3.8
CCn1cc(CN2CCC(C(=O)Nc3cccc(-c4cccc(OC)c4)c3)CC2)c(C)n1	-5.3	-5.2	3.2	3.8	4.0	3.4	-7.2	10.4	0.3
Nc1c(C2=NCCO2)nnn1Cc1ccccc1	-8.1	-7.6	-3.1	2.9	-4.6	-9.1	-3.1	-0.5	0.5
CCc1ccc(OCc2ccc(C(=O)OC)o2)cc1	0.1	39.2	2.7	10.1	-5.3	41.4	-1.1	9.2	1.2
COc1cccc(-n2c(Cc3cc(=O)[nH]c(=O)[nH]3)nnc2SCC(=O)NC2CCCCC2)c1	-1.8	-3.8	-9.6	8.7	6.8	6.0	-0.9	1.1	0.3
CCCC(=O)c1ccc(N2CCCCC2)c(F)c1	-0.6	-6.3	-1.8	2.1	-1.1	-13.5	-4.8	11.7	-1.1
CCOC(=O)N1CCC(N(CCCOC)C(=O)Nc2ccc(CC)cc2)CC1	-2.2	-14.9	-4.0	13.7	9.1	-7.6	-5.6	15.5	-0.5
NC(=O)CC(NC(=O)Cc1ccc(Br)cc1)c1ccc(NCc2ccc(F)cc2)c([N+](=O)[O-])c1 (stereo not drawn)	-3.9	-15.4	3.4	33.3	0.9	-4.8	-4.5	13.5	-6.2
Nc1ccc(S(=O)(=O)Nc2ccc(C(=O)c3ccccc3)cc2)cc1	9.0	11.1	12.7	14.7	-12.2	-10.4	-1.3	17.6	2.1

Rows were taken by chance; 4.1% or so of the library scored in one or more.
